Screens (PubChem BioAssay)
PAFAH2 FP inh – PAFAH2 enzyme inhibitors, primary screen, biochemical, fluorescence polarization, human; Platelet-activating factor acetylhydrolase 2, cytoplasmic (Homo sapiens), Q99487; recombinant PAFAH2, FP-rhodamine activity probe; inhibition, % at 3.39 µM; hit rate 0.99% among 340,000; AID 492956, 2010;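 active means inhibition above the mean over all tested compounds plus 3 SD, cut at about 30% in these data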;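 further: inhibitors block probe labeling of enzyme so polarization drops; 0% = enzyme with DMSO and 100% = wells lacking PAFAH2 protein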
PME-1 inh – PME-1 inhibitors via competitive probe labeling, primary screen, biochemical, fluorescence polarization, FP-Rh probe, HTS. hit rate 0.53% among 320,000. inhibition, % at 5.9 µM. recombinant PME-1. AID 2130, 2009. Protein phosphatase methylesterase 1 (Homo sapiens), Q9Y570;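 active means inhibition above the campaign mean of all compounds plus 3 SD, cut at about 26% in these data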;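 further: competitive labeling of PME-1 active site by serine hydrolase directed probe; 0% = PME-1 with DMSO and 100% = wells lacking PME-1 enzyme; inhibitors block probe labeling so polarization falls and inhibition rises; many of its hits are not listed in these tables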
LYPLA2 counter – LYPLA2 inhibitors, primary screen, counter-screen for PME1 inhibitor project, biochemical, fluorescence polarization, FP-Rh probe ABPP; Acyl-protein thioesterase 2 (Homo sapiens), O95372; AID 2177, 2009; recombinant LYPLA2; hit rate 0.38% among 320,000; inhibition, % at 5.9 µM;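 active means inhibition above the screen-wide mean plus 3 SD, limit set per campaign, cut at about 26% in these data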;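 further: 0% = LYPLA2 with DMSO and 100% = wells lacking LYPLA2 enzyme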
Target sequence (O95372 whole entry, looked up): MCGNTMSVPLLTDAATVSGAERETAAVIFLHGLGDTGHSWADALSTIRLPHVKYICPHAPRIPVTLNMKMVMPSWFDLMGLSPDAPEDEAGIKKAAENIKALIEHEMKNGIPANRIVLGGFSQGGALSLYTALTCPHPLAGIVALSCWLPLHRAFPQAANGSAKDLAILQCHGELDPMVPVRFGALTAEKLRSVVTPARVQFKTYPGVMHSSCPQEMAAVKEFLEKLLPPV
PAFAH1B2 inh – PAFAH1B2 enzyme inhibitors, primary screen, biochemical, fluorescence polarization, human | inhibition, % at 3.39 µM | AID 492953, 2010 | hit rate 1.2% among 340,000 | recombinant PAFAH1B2, FP-rhodamine activity probe;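 active means inhibition above the mean of all tested compounds plus 3 SD, cut at about 24% in these data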;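 further: 0% = enzyme with DMSO and 100% = wells lacking PAFAH1B2; many of its hits are not listed in these tables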
PAD4 inh – human PAD4 inhibitors, primary screen, biochemical, fluorescence polarization, 1536-well format. inhibition, % at 6.36 µM. AID 485272, 2010. hit rate 0.41% among 330,000. Protein-arginine deiminase type-4 (Homo sapiens), Q9UM07. recombinant PAD4, RCA probe fluorescence polarization;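 active means percent inhibition above a cutoff equal to the mean of all tested compounds plus 3 SD, cut at about 15% in these data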;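 further: 0% = PAD4 with RCA probe and DMSO and 100% = probe without PAD4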
LYPLA1 counter – LYPLA1 inhibitors, primary screen, counter-screen for PME1 inhibitor project, biochemical, fluorescence polarization, FP-Rh probe ABPP; Acyl-protein thioesterase 1 (Homo sapiens), O75608; inhibition, % at 5.9 µM; hit rate 0.16% among 320,000; recombinant LYPLA1; AID 2174, 2009;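 active means inhibition above the mean of all tested compounds plus 3 SD, set per campaign, cut at about 14% in these data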;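 further: inhibitors block serine hydrolase probe labeling of LYPLA1 so polarization falls; 0% = enzyme with DMSO and 100% = wells lacking LYPLA1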
Target sequence (O75608 whole entry, looked up): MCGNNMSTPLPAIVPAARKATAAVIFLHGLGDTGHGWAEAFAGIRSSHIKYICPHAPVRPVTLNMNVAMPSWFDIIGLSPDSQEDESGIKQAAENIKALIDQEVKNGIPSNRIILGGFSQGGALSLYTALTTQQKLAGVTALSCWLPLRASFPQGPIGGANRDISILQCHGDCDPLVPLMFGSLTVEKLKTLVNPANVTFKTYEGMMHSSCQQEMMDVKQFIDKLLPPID
pPAFAH FP inh – pPAFAH enzyme inhibitors, primary screen, biochemical, fluorescence polarization, human; recombinant pPAFAH, FP-rhodamine probe fluorescence polarization; inhibition, % at 3.39 µM; hit rate 1.5% among 330,000; AID 463082, 2010;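 active means inhibition above the mean inhibition across the screen plus 3 SD, cut at about 25% in these data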;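 further: inhibitors block binding of the rhodamine activity-based probe so polarization drops; 0% = enzyme with DMSO and 100% = wells lacking pPAFAH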
GSTO1 counter – inhibitors of recombinant GSTO1, primary screen, counter-screen for RBBP9 inhibitor project, biochemical, fluorescence polarization. activity-based probe fluorescence polarization. inhibition, % at 5.96 µM. hit rate 1.1% among 300,000. AID 1974, 2009;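 active means inhibition above the campaign mean inhibition plus 3 SD, cut at about 35% in these data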;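 further: 0% = GSTO1-1 with DMSO and 100% = wells lacking GSTO1-1 enzyme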
Target sequence (P78417 whole entry, looked up): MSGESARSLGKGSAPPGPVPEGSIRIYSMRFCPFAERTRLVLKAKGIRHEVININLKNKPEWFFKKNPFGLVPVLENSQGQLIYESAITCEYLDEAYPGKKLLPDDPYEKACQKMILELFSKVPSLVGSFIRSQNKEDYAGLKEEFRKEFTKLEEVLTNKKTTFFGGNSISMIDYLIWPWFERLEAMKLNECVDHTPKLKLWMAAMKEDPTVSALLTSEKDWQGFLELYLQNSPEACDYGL
PAFAH1B3 inh – PAFAH1B3 enzyme inhibitors, primary screen, biochemical, fluorescence polarization, human. Platelet-activating factor acetylhydrolase IB subunit alpha1 (Homo sapiens), Q15102. recombinant PAFAH1B3, FP-rhodamine probe. inhibition, % at 3.39 µM. hit rate 0.28% among 340,000;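 active means inhibition above the screen-wide average of all tested compounds plus 3 SD, cut at about 25% in these data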;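 further: 0% = enzyme with DMSO only and 100% = wells lacking PAFAH1B3 protein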
Target sequence (Q15102 whole entry, looked up): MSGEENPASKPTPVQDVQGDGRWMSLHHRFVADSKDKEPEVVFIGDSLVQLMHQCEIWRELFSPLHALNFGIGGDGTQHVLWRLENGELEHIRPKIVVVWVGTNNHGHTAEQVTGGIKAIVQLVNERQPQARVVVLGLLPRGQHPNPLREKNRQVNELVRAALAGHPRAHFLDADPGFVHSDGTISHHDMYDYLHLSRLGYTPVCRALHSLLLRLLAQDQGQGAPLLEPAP
* marks the source's active call; other numbers are inactive results; . = not tested or not shown.

SMILES	PAFAH2 FP inh	PME-1 inh	LYPLA2 counter	PAFAH1B2 inh	PAD4 inh	LYPLA1 counter	pPAFAH FP inh	GSTO1 counter	PAFAH1B3 inh
CC(C)(C)NC(=O)CON=C1c2ccccc2-c2ccccc21	3	2	2	0	-4	-4	0	0	-4
c1cc2cn[nH]c2cc1NC1CCCCCC1	6	-3	-2	0	-7	-4	5	13	4
O=C(c1ccc(F)c(S(=O)(=O)N2CCOCC2)c1)N(CCc1ccccc1)Cc1ccccc1	8	-3	5	10	-3	1	-4	-8	2
COc1ccc(Cl)cc1NC(=O)CN(C(=O)c1ccco1)C1CCCCC1	0	-5	4	-1	-6	2	-1	0	-1
Cc1ccc(C2SCC(=O)N2Cc2cn3ccsc3n2)o1 (stereo not given)	1	0	-3	-4	5	-4	1	6	-5
CCOC(=O)C1(Cc2ccc(Cl)cc2)CCN(CCCn2cccn2)CC1	-1	-2	3	5	-1	-2	-4	-1	-4
Cc1ccc2cc(C=O)c(Cl)nc2c1	4	2	2	-4	-2	-1	6	4	8
Oc1ccc(CN2CCCCC2)nc1-c1ccccc1	-5	0	2	7	3	-2	1	1	5
CC1(C(=O)O)Oc2cccnc2NC1=O (stereo not given)	2	-3	3	1	-7	0	-1	-15	7
O=C(CCN1C(=O)/C(=C/c2ccccc2Cl)SC1=S)NC1C=CS(=O)(=O)C1 (stereo not given)	12	-2	2	4	-4	1	5	5	11
N#Cc1ccc(Sc2nc3ccccc3[nH]2)cc1C#N	-4	-15	6	3	-1	-2	-1	-12	1
CC(SCc1cn2cc(Cl)ccc2n1)C(=O)O (stereo not given)	0	1	6	1	-7	5	3	2	8
COc1cc(/C=C(/C#N)c2nc3ccccc3[nH]2)ccc1OC(=O)c1ccco1	-12	-6	-21	-4	-5	-10	14	15	-2
Nc1ccc(-c2nc3ccccc3s2)cn1	7	0	-9	9	-4	-1	5	2	0
CCN(CC)c1ccc(NC(=O)CN2CCN(CC(=O)Nc3ccc(F)cc3)CC2)cc1	5	-1	1	1	0	2	6	-5	1
COC(=O)c1[nH]c2ccccc2c1NC(=O)CN1CCN(Cc2ccc3c(c2)OCO3)CC1	2	7	-3	0	1	-1	0	5	5
Cc1ccc(S(=O)(=O)CCC(=O)OCn2nnc3ccccc3c2=O)cc1	3	9	-4	6	-5	-2	7	6	7
Cc1ccc2nc(C)c(C)nc2c1N	3	-6	6	4	-6	1	5	4	2
CCCCNC(=O)[C@@H]1CC=C[C@@H]2CCN(C3CC3)C(=O)[C@@H]21	8	6	1	0	0	-2	3	4	8
CC(C)(Oc1ccc(Cl)cc1)C(=O)N1CCN(C(=O)c2ccco2)CC1	-13	1	9	2	4	4	4	1	4
O=S(=O)(c1cccc(C(F)(F)F)c1)N1CCN(S(=O)(=O)c2ccc3c(c2)OCCO3)CC1	-4	.	.	5	0	.	4	.	2
CN(C)S(=O)(=O)c1ccc(C(=O)NCC(=O)N/N=C/c2ccccc2Cl)cc1	6	6	10	-6	1	-2	4	-2	3
O=C1NC2(CCCCCC2)C(=O)N1Cc1ccccc1F	7	3	1	5	-1	1	2	4	3
CCC(Oc1ccccc1)C(=O)Nc1ccsc1C(=O)OC (stereo not given)	-2	3	1	-4	0	-3	2	-2	9
Cc1c(Cc2ccccc2)sc(/N=C/c2ccc3ccccc3c2)c1C(N)=O	-25	-1	3	-9	1	0	10	-7	-2
O=C1NC[C@H](c2ccccc2)OC(=O)[C@@H](Cc2ccc(F)cc2)CC/C=C/C[C@@H]1CC(=O)N(CCO)Cc1ccccc1	-9	.	.	3	3	.	5	.	-6
Cc1ccccc1-n1c2nc(=O)n(C)c(=O)c-2cc2ccccc21	4	-2	1	6	1	1	-3	-3	7
CC(C)=CC(=O)Nc1ccc(S(=O)(=O)Nc2onc(C)c2C)cc1	1	3	1	2	-2	-2	7	-2	4
O=C(CN(C(=O)c1csnn1)c1ccc(Br)cc1)NC1CCCC1	0	-1	3	0	-1	3	4	4	14
O=C(O)CCC(=O)N1N=C(c2ccco2)CC1c1ccco1 (stereo not given)	-4	-5	-7	-2	2	-6	-1	3	7

Full records, looked up by structure. Order of values: PAFAH2 FP inh	PME-1 inh	LYPLA2 counter	PAFAH1B2 inh	PAD4 inh	LYPLA1 counter	pPAFAH FP inh	GSTO1 counter	PAFAH1B3 inh
Results for Cc1ccccc1-n1c2nc(=O)n(C)c(=O)c-2cc2ccccc21 : 4	-2	1	6	1	1	-3	-3	7
Results for CCCCNC(=O)[C@@H]1CC=C[C@@H]2CCN(C3CC3)C(=O)[C@@H]21 : 8	6	1	0	0	-2	3	4	8
Results for O=C1NC[C@H](c2ccccc2)OC(=O)[C@@H](Cc2ccc(F)cc2)CC/C=C/C[C@@H]1CC(=O)N(CCO)Cc1ccccc1 : -9	.	.	3	3	.	5	.	-6
Results for CC1(C(=O)O)Oc2cccnc2NC1=O (stereo not given) : 2	-3	3	1	-7	0	-1	-15	7
Results for Nc1ccc(-c2nc3ccccc3s2)cn1 : 7	0	-9	9	-4	-1	5	2	0

Limited to LYPLA1 counter, for three of the compounds above:
Compound	LYPLA1 counter
Cc1c(Cc2ccccc2)sc(/N=C/c2ccc3ccccc3c2)c1C(N)=O	0
CC(C)(C)NC(=O)CON=C1c2ccccc2-c2ccccc21	-4
O=C(c1ccc(F)c(S(=O)(=O)N2CCOCC2)c1)N(CCc1ccccc1)Cc1ccccc1	1

The results go on.
SMILES	PAFAH2 FP inh	PME-1 inh	LYPLA2 counter	PAFAH1B2 inh	PAD4 inh	LYPLA1 counter	pPAFAH FP inh	GSTO1 counter	PAFAH1B3 inh
COc1ccc(S(=O)(=O)NCc2cccnc2)cc1C(=O)N1CCCCC1	-7	-4	1	2	-1	-4	3	-2	-3
CC(NC(=O)c1ccco1)C(=O)O (stereo not given)	7	0	0	-4	1	3	-2	.	14
Cc1nn(Cc2ccccc2)c2c1C(c1ccccc1)C(C#N)=C(N)O2 (stereo not given)	0	2	9	2	0	-3	3	7	9
COc1ccc(CCNC(=O)COC(=O)c2ccc(C)s2)cc1	56*	5	3	7	81*	0	13	.	4
Nc1ncncc1-c1ccc2ccccc2c1	1	2	6	2	-5	2	-1	-4	-2
O=C(NNC1=Nc2ccccc2SC1)c1ccc(F)cc1	6	-5	1	1	-1	-1	1	2	6
CCN1CCN(c2cc(C)c3cc(NC(=S)NCc4cccs4)ccc3n2)CC1	1	5	3	-2	-5	-3	6	1	1
CCc1cc(Cn2nc(-c3ccccc3)cc2C(=O)O)on1	-1	-4	-2	-6	5	3	-3	-2	-2
O=C(CSc1ccc(-c2ccco2)nn1)c1ccc(F)cc1	11	4	-4	1	0	-8	19	1	8
O=C(Cn1cnc2ccccc2c1=O)c1ccc2c(c1)OCCO2	-4	0	16	5	3	-3	0	5	5
Cc1noc(C)c1COc1ccc(C(=O)NCCOc2ccccc2)cc1	2	7	13	2	-1	-1	1	.	-2
CC(Sc1nc2ccccc2[nH]1)C(=O)Nc1ccc2c(c1)OCCO2 (stereo not given)	0	4	1	-2	0	-3	2	-9	7
COc1ccc2c(c1)CC/C(=C\c1ccc(OC)c(Cn3nc(C)cc3C)c1)C2=O	-7	7	4	-1	-1	-3	-4	3	-13
Cc1cccc(NC(=O)CSc2nnc(Cn3cnc4ccccc43)o2)c1	2	-3	-1	5	0	1	-1	-1	-2
O=C(CC(c1ccc(F)cc1)c1ccco1)N1CCCC1 (stereo not given)	0	3	-2	8	0	1	5	0	-6
C=CCn1c(NC(=O)CC)c(C(=O)OCC)sc1=S	-2	-4	0	3	-7	-3	1	0	0
COc1ccccc1/C=N\N=C(\N)c1ccccn1	7	-1	-2	2	-5	-1	-3	2	6
Cc1cccc([C@@H]2[C@@H]3C(=O)N(Cc4ccccc4)C(=O)[C@@H]3[C@]3(Cc4ccccc4)C(=O)N(c4ccccc4)C(=O)N23)c1	-6	-3	0	-5	2	-2	2	5	0
CC(C)CCN1CCN(Cc2cccn2-c2ccc(Cl)cn2)CC1CCO (stereo not given)	6	3	-6	0	-4	-1	-4	2	1
COc1ccc(S(=O)(=O)N2CCN(C(=O)CC(C)C)CC2)cc1	2	-9	-8	1	-5	-6	-5	3	9
COc1ccc(C)cc1CN1C(=O)c2ccccc2C1=O	8	6	4	1	1	1	8	1	11
CCCC(=O)NC(c1ccco1)c1cc(Cl)c2cccnc2c1O (stereo not given)	-3	6	0	6	-17	-2	30*	-38	12
Cc1ccc(N2C(=S)NC3c4cc(Cl)ccc4OC2(C)C3C(=O)N(C)C)cc1 (stereo not given)	-6	11	6	-3	-2	2	9	7	7
CCOC(=O)c1oc2cccc(OC(C)=O)c2c1C	5	1	14	-2	-2	0	6	1	3
NS(=O)(=O)c1ccc(NC(=S)N2CCN(c3cccc(Cl)c3)CC2)cc1	6	-6	4	2	0	-1	-5	12	6
Cc1cc(C)n(CC2CC(=O)N(c3ccc(Cl)c(Cl)c3)C2=O)n1 (stereo not given)	0	1	5	7	-10	0	2	9	4
COc1ccc(CCNS(=O)(=O)c2ccc(-c3ccc(=O)[nH]n3)o2)cc1OC	-3	2	6	-2	-2	-2	7	-9	11
CCN(CC(=O)NCc1ccc(F)cc1)C(=O)c1cc2ccccc2o1	5	-1	0	14	-4	1	-2	-1	6
CCOc1ccc2nc(NC(=O)c3ccc(OC)c(S(=O)(=O)N4CCOCC4)c3)sc2c1	-4	-8	-6	9	3	-11	1	9	6
O=C(CCCN1C(=O)c2ccccc2C1=O)Nc1c(C(=O)C2CC2)oc2ccccc12	3	2	8	-2	-1	-2	2	1	9
CCOc1ccc(NC(=O)c2nc(SCC)ncc2Cl)cc1	7	-10	-3	2	5	-2	-2	6	5

The list is partial; count on the stated rates, not on these rows.
